Screening data (PubChem BioAssay)
ROCK2 blocker: inhibitors of human ROCK2 kinase, primary screen, biochemical, high-throughput, luminescence; Rho-associated protein kinase 2 (Homo sapiens), O75116; purified ROCK2, Kinase-Glo ATP depletion luminescence; inhibition, % at 6 µM; 60,000 tested, 0.35% active; AID 604, 2007;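 active means inhibition above the screen-wide mean inhibition plus 3 SD, cut at about 18% in these data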;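 further: plate controls were DMSO wells for no effect and Y-27632 control wells after no-enzyme background subtraction for full effect; many of its hits are not listed in these tables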
Autofluor 339: intrinsic fluorescence of library compounds, ex339/em460 – biochemical, MLSMR library, data from DPM-DC assay, artefact control, profiling panel; compound autofluorescence, ex339/em460 nm, NADH buffer; stronger effect = higher value; 1 = no-compound wells, NADH background; fluorescence fold increase at 10 µM; 65,000 tested, 5.5% active;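 active means at 10 µM, mean starting fluorescence two-fold or more over control wells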;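 further: signal is the first read of a kinetic run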
Her2 expr inh: inhibitors of Her2 protein expression, primary screen, SKBR-3 cells, AlphaScreen, 66K library; SKBR-3 HER2 protein level, 18-24 h; stronger effect = lower value; 65,000 tested, 0.69% active; HER2 level % of control, % at 10 µM; Receptor tyrosine-protein kinase erbB-2 (Homo sapiens), P04626;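 active means HER2 level under 5% of the carrier-only control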;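 further: 100% = DMSO carrier and 0% = 500 nM PU-H71 HSP90 inhibitor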
Abs 340nm: compound light absorbance at 340 nm, profiling panel, artefact control, biochemical, MLSMR library, data from PS, PMK, MK assays; fold change at 10 µM; 65,000 tested, under 10 active; AID 708, 2007; compound absorbance at 340 nm, fold over control;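 active means at 10 µM dose, initial 340 nm absorbance at least 2 fold that of control wells; inactive means change under 2 fold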;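 further: initial absorbance extrapolated from kinetic A340 decline of NADH oxidation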
Cdc25B block: inhibitors of Cdc25B phosphatase catalytic domain, primary screen, biochemical, OMFP fluorescence | M-phase inducer phosphatase 2 (Homo sapiens), P30305 | recombinant Cdc25B, OMFP fluorescence Ex485/Em525 | inhibition, %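 (compounds tested at 10 µM final in the well)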 | 65,000 tested, 0.1% active; in the data active means inhibition above about 50%
Hsp90 inh: tumor Hsp90 inhibitors, primary screen, cell lysate, fluorescence polarization, NCI-N417 lysate. Heat shock protein HSP 90-alpha (Homo sapiens), P07900. Cy3B-geldanamycin FP displacement. inhibition, % at 30 µM. 64,000 tested, 0.35% active. AID 429, 2006;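 active means inhibition above 50%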;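 further: 0% = tracer plus lysate wells and 100% = tracer alone without lysate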
MKP-1 inh: MKP-1 phosphatase inhibitors, primary screen, biochemical, in vitro; Dual specificity protein phosphatase 1 (Homo sapiens), P28562; recombinant MKP-1, OMFP hydrolysis fluorescence; inhibition, %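 (compounds tested at a single concentration somewhere between 10 and 100 µM)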; 65,000 tested, 0.15% active; AID 374, 2006;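 active means inhibition above about 50%, limit read from the data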;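 further: 0% = DMSO max control wells and 100% = wells with enzyme stopped by NaOH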
Target sequence (P28562 whole entry, looked up): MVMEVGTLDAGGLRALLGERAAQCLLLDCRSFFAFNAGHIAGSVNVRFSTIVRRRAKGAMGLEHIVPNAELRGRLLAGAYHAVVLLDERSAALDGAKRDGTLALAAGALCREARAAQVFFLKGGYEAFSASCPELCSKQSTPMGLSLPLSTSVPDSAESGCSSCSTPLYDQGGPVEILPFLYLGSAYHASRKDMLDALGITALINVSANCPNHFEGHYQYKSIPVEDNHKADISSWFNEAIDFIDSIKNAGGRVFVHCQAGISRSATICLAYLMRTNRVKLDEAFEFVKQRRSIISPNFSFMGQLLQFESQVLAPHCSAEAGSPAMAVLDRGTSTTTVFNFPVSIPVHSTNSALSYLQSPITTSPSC
JNK3 blocker: JNK3 kinase activity inhibitors, primary screen, biochemical, human, purified enzyme. Mitogen-activated protein kinase 10 (Homo sapiens), P53779. HTS. inhibition, % at 8 µM. 60,000 tested, 0.61% active; in the data active means inhibition above about 17%;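 further: 0% = DMSO and 100% = reference inhibitor; many of its hits are not listed in these tables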
Target sequence (P53779 whole entry, looked up): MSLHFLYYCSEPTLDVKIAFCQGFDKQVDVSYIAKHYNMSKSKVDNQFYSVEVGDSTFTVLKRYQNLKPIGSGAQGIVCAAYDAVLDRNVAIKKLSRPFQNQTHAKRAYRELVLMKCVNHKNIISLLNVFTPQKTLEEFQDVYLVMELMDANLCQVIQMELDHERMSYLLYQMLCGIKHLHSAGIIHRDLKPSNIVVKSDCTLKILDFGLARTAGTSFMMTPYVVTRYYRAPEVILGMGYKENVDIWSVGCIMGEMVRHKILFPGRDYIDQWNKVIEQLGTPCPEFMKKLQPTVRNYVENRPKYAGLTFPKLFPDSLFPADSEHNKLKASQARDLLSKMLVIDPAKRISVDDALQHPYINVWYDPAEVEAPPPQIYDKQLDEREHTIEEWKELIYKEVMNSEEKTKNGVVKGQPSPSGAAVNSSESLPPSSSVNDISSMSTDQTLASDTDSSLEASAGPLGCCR
PKA kinase inh: inhibitors of human PKA kinase activity, primary screen, biochemical, ATP-depletion luminescence, Kemptide substrate; 65,000 tested, 0.1% active; inhibition, % at 6 µM; cAMP-dependent protein kinase catalytic subunit alpha (Homo sapiens), P17612; PKA Kemptide phosphorylation, Kinase-Glo ATP luminescence; AID 524, 2006;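 active means inhibition above the screen-wide mean inhibition plus 3 SD, cut at about 21% in these data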; further: many of its hits are not listed in these tables
An asterisk follows results filed as active; . = not tested or not shown. The list is partial. The share of hits here may be higher or lower than overall.

SMILES	ROCK2 blocker	Autofluor 339	Her2 expr inh	Abs 340nm	Cdc25B block	Hsp90 inh	MKP-1 inh	JNK3 blocker	PKA kinase inh
CNS(=O)(=O)c1cccc(C(=O)OCc2cc(Cl)cc3c2OCOC3)c1	4	1.1	99	1	-2	0	26	2	-2
COc1ccc(CC2S/C(=C(\C#N)C(=O)NCc3ccco3)N(c3ccc(C)cc3)C2=O)cc1 (stereo not drawn)	9	1.1	107	1	2	-2	6	8	8
CCC(C)NC(=O)Cn1c(=O)n(-c2ccccc2)c(=O)c2ccc(C(=O)NCc3ccco3)cc21 (stereo not drawn)	0	1.2	72	1	-8	-2	7	0	-1
Cc1ccc(C)c(/C(O)=C2\C(=O)C(=O)N(CCCN(C)C)C2c2cccnc2)c1 (stereo not drawn)	.	1.1	111	1.1	0	-5	-3	.	8
CCCCN1CCc2c([nH]c3c(C)cccc23)C1=O	7	1.2	62	1	-14	-9	-2	9	7
COCCNC(=O)CCSCc1ccccc1F	4	0.98	103	1	-13	-3	-2	4	4
Cn1cccc1Cc1nnc(SCC(=O)NCc2ccco2)n1-c1ccc(F)cc1	8	1	60	1	-12	-3	2	-3	8
CCOc1ccc(N2C(N)=NC(N)=NC2(C)C)cc1	-1	1.2	60	1	-5	0	7	-1	-3
CC1=C(C(=O)N2CCN(C(=O)c3ccco3)CC2)C2(CCC(C)CC2)OC1=O (stereo not drawn)	1	1.1	81	1	-12	-1	4	-1	7
CCOC(=O)c1ccc(N=C2NC(=O)CS2)cc1	3	1.1	102	1.1	-1	-6	-3	6	12
COc1ccc(S(=O)(=O)N2CCN(c3c(C)cccc3C)CC2)cc1OC	2	1.1	75	1	0	-1	6	8	4
COc1ccc2c(C)cc(SCC(=O)N3CCOCC3)nc2c1	0	1.2	110	1.1	0	-4	14	-7	-3
CC1CCN(c2nc(-c3ccccc3)cc(C(F)(F)F)n2)CC1	.	1.6	92	1	3	.	9	.	1
Cc1c(CCC#N)c(N2CCN(C3CCCCC3)CC2)n2c(nc3ccccc32)c1C#N	4	1.1	-16*	1	24	-2	-3	4	3
COc1cccc(NC(=O)CN(C)S(=O)(=O)c2ccc(C)cc2)c1	7	1.1	117	1	-19	-5	-4	-3	9
CCOC(=O)C1CCN(c2c(N3CCN(Cc4ccccc4)CC3)c(=O)c2=O)CC1	4	1.1	99	1.1	-5	2	4	4	7
CN(C)c1ccc(C(=O)C(O)c2ccc(C(C)(C)C)cc2)cc1 (stereo not drawn)	4	1.2	84	1.1	-1	0	-9	2	4
CCN(c1ccc2c(c1)OCO2)S(=O)(=O)c1cc(Br)cc2c1N(C(=O)C1CC1)CC2	.	1	.	0.99	2	-4	3	.	7
Clc1cccc2sc(N3CCOCC3)nc12	4	1.1	96	0.99	4	0	1	5	10
CN1CCN(S(=O)(=O)c2ccc(-c3ccc(Cl)cc3)cc2)CC1	1	1.1	140	1.1	-13	0	1	0	0
CCc1ccc2oc(=O)cc(CN3CCN(CCO)CC3)c2c1	5	1.1	97	1	-5	-5	-14	5	11
CS(=O)(=O)c1ccc(N2CCN(C3CC(=O)NC3=O)CC2)cc1 (stereo not drawn)	0	1	92	1	-14	-2	21	-7	-2
Cn1c(=O)c2c(nc(N3CCCCC3)n2C)n(C)c1=O	8	1.1	53	1.1	-7	-1	-8	5	8
CN(C)CCNc1c2c(c(C#N)c3nc4ccccc4n13)CCCC2	4	1.5	84	1	-14	-1	-3	-2	5
COc1ccc(-c2nc(-c3cccc(C(F)(F)F)c3)no2)cc1OC	0	1	77	1.1	-6	-1	11	-6	-6

In another format: results already given
| Structure | ROCK2 blocker | Autofluor 339 | Her2 expr inh | Abs 340nm | Cdc25B block | Hsp90 inh | MKP-1 inh | JNK3 blocker | PKA kinase inh |
| --- | --- | --- | --- | --- | --- | --- | --- | --- | --- |
| Cn1c(=O)c2c(nc(N3CCCCC3)n2C)n(C)c1=O | 8 | 1.1 | 53 | 1.1 | -7 | -1 | -8 | 5 | 8 |
| COc1ccc(S(=O)(=O)N2CCN(c3c(C)cccc3C)CC2)cc1OC | 2 | 1.1 | 75 | 1 | 0 | -1 | 6 | 8 | 4 |
| Cn1cccc1Cc1nnc(SCC(=O)NCc2ccco2)n1-c1ccc(F)cc1 | 8 | 1 | 60 | 1 | -12 | -3 | 2 | -3 | 8 |

The results go on.
SMILES	ROCK2 blocker	Autofluor 339	Her2 expr inh	Abs 340nm	Cdc25B block	Hsp90 inh	MKP-1 inh	JNK3 blocker	PKA kinase inh
CC(C)c1ccc(-c2nc3c([nH]2)c(=O)n(C)c(=O)n3C)cc1	4	2.5*	48	1	0	-4	10	2	2
CC1=C(C(=O)OCc2ccccc2)C(c2ccc(N3CCOCC3)cc2)NC(=O)N1 (stereo not drawn)	2	1.1	89	1	-3	-2	16	-3	-4
COc1ccccc1N1CCN(C(=O)CSc2nnc3n2C(C)(C)Cc2ccccc2-3)CC1	4	1.1	79	0.99	-13	-3	-19	-1	6
CCN(CC)c1ccc(CN(C(=O)c2cc(OC)c(OC)c(OC)c2)C2CCS(=O)(=O)C2)cc1 (stereo not drawn)	-5	1.1	125	1	4	-2	28	-12	-8
COC(=O)C1=C(C(C)=O)C(c2ccc(C(=O)OC)cc2)n2nnnc2N1 (stereo not drawn)	.	1	123	1.1	3	-4	-2	.	0
Cc1ccc2c(c1)N(CC(=O)NC1CCCc3ccccc31)C(=O)CO2 (stereo not drawn)	8	1.1	67	0.97	-8	-2	9	2	8
CCOc1c2c(nc3ccc(Cl)cc13)CCC2	3	1.1	102	0.99	-9	-2	38	5	10
CCOc1ccc(OCC)c(NS(=O)(=O)c2ccc3c(c2)n(C)c(=O)c(=O)n3C)c1	8	1	88	1	-9	2	13	1	12
O=C(Nc1ccc(Cl)cn1)c1cc(S(=O)(=O)N2CCCCC2)ccc1Cl	1	1.1	107	1.1	-6	0	-1	-2	-2
CC(=O)Nc1ccn(-c2ccccc2)n1	8	1.1	86	1	-8	-2	-9	1	12
Fc1ccc(NCc2cccnc2)cc1	.	1.3	90	1	-13	0	8	.	-4
CCN(CC)CCn1c(=S)[nH]c2ccccc2c1=O	6	1.1	75	1	-4	-1	5	2	8
O=c1cc(N2CCN(c3ccccc3)CC2)[nH]c(=O)n1-c1ccccc1Cl	7	1.1	107	0.99	-12	-5	5	-2	11
COc1ccccc1N1CCN(C(=O)c2ccoc2C)CC1	7	1.1	88	1	5	-7	-7	0	5
C1=C(c2cccc3ccccc23)N2CCN=C2S1	6	1	159	1	11	1	0	8	11
CCCc1cc(=O)n2[nH]c(NCc3c(F)cccc3Cl)nc2n1	2	1.1	84	1	-14	-6	6	-1	3
c1ccc2c(Oc3ccc4c(c3)OCO4)nncc2c1	1	1.1	166	1	-7	0	1	0	6
CCOC(=O)c1ccc(NS(=O)(=O)c2ccc3c(c2)CCCN3C(C)=O)cc1	4	1	182	0.98	-8	-5	0	-11	6
CCCCn1nnnc1SCC(=O)Nc1ccc(F)cc1	-4	1.1	91	0.99	4	-1	-11	1	-4
COC(=O)C1CCC(C)(C(=O)Nc2ccccc2)C1(C)C (stereo not drawn)	4	1.1	140	1	-9	0	8	-1	9
CCCCOC(=O)C1=C(C)NC2(O)c3ccccc3C(=O)C12O (stereo not drawn)	-1	1.1	170	1	7	0	13	6	1
COc1cccc(OC)c1C(=O)n1nc(C)cc1C	3	1	71	1	-1	-5	17	5	5
CCCOc1ccc(N2C(=O)CC(SCCN)C2=O)cc1 (stereo not drawn)	-4	1.1	84	0.98	-11	0	6	4	-1
O=C(Nc1nccs1)c1ccc(S(=O)(=O)NCc2cccs2)cc1	4	1.1	88	1	-6	-3	-15	9	12
Cc1cccc(Nc2nc3c(c(=O)n(C)c(=O)n3C)n2CC(O)CO)c1 (stereo not drawn)	0	1.1	78	1	-7	-5	6	-5	-1
SMILES	ROCK2 blocker	Autofluor 339	Her2 expr inh	Abs 340nm	Cdc25B block	Hsp90 inh	MKP-1 inh	JNK3 blocker	PKA kinase inh
Cc1nn(C)cc1CNC(=O)CCC(=O)O	1	1	100	0.99	-1	-2	-11	-3	2
CCCCn1c(C(C)NC(=O)CC)nc2ccccc21 (stereo not drawn)	-1	1	106	1	-23	-1	3	-1	7
O=S(=O)(c1ccccc1)N1CCN(c2nnnn2-c2ccccc2)CC1	.	1.1	116	1.1	-5	-4	13	.	4
CCOC(=O)Nc1cccc(OCC(=O)Nc2ccc(OC)cc2OC)c1	3	1.1	94	1	3	-3	-6	-11	-2
COc1ccc(S(=O)(=O)Nc2cc(C)on2)cc1OC	5	1.1	80	0.99	0	-1	5	-2	9
CCN(CC)C(=O)CN1CCN(c2ccccc2F)CC1	.	1.1	95	1.1	-16	.	15	.	-4
Cc1oc2cc3c(C(=O)N4CCCCC4)c(C)oc3cc2c1C(=O)N1CCCCC1	6	1	74	1	1	-2	13	-5	12
COc1ccc2nc(N3CCCC3)c(C#N)cc2c1	-3	1.7	96	1	0	-5	-5	-2	8
CCCOc1ccc2oc(=O)c3c(c2c1)CCCN3C(=O)CN1CCc2ccccc2C1	8	1.6	60	1.1	-11	-1	28	5	8
CCCNC(=O)N1CCN(S(=O)(=O)c2ccc(C)cc2)CC1	-4	0.99	85	0.99	0	0	-2	1	-3
CC(=O)c1cccc(-n2nnnc2SCC(=O)Nc2ccccc2N2CCCCC2)c1	-3	1.1	87	0.99	-2	-2	17	-2	0
NC(=O)C1CCN(c2ncnc3c(-c4ccccc4)nsc23)CC1	6	1.2	76	1.1	1	1	2	-4	12
Cc1cc(C)nc(NC(=O)c2cccc(Cl)c2)n1	3	1.1	85	1	-13	0	-1	0	6
O=C(NCCc1ccccc1)c1noc2c1CCCCC2	5	0.85	96	0.99	-9	-3	-4	1	3

Structures from the list above containing a Cl atom, in the order listed:
SMILES	ROCK2 blocker	Autofluor 339	Her2 expr inh	Abs 340nm	Cdc25B block	Hsp90 inh	MKP-1 inh	JNK3 blocker	PKA kinase inh
CNS(=O)(=O)c1cccc(C(=O)OCc2cc(Cl)cc3c2OCOC3)c1	4	1.1	99	1	-2	0	26	2	-2
Clc1cccc2sc(N3CCOCC3)nc12	4	1.1	96	0.99	4	0	1	5	10
CN1CCN(S(=O)(=O)c2ccc(-c3ccc(Cl)cc3)cc2)CC1	1	1.1	140	1.1	-13	0	1	0	0
CCOc1c2c(nc3ccc(Cl)cc13)CCC2	3	1.1	102	0.99	-9	-2	38	5	10
O=C(Nc1ccc(Cl)cn1)c1cc(S(=O)(=O)N2CCCCC2)ccc1Cl	1	1.1	107	1.1	-6	0	-1	-2	-2
O=c1cc(N2CCN(c3ccccc3)CC2)[nH]c(=O)n1-c1ccccc1Cl	7	1.1	107	0.99	-12	-5	5	-2	11
CCCc1cc(=O)n2[nH]c(NCc3c(F)cccc3Cl)nc2n1	2	1.1	84	1	-14	-6	6	-1	3
Cc1cc(C)nc(NC(=O)c2cccc(Cl)c2)n1	3	1.1	85	1	-13	0	-1	0	6
